# SV40 large T antigen: TAg ATPase/helicase activity blockers – biochemical (AID 1903); 310,000 tested, 0.39% active; SV40 large T antigen ATPase/helicase inhibition assay; higher % means a stronger effect; inhibition, % at 20 µM, or IC50 in µM where a hit was titrated; in the data active means a potency from the dose series; inconclusive means inhibition mostly from about 32% at the one dose, without a potency; inactive means the rest, 99 in 100 with inhibition below about 32%; further: strong numbers were not always called active
# West Nile virus CPE: West Nile virus antiviral activity, cell-based, CPE readout (AID 1621); CPE inhibition, % at 10 µM; hits with a dose series show IC50 in µM; West Nile virus-infected cells, CPE inhibition; higher % means a stronger effect; 290,000 tested, 0.02% active; in the data active means a potency from the dose series; inconclusive means CPE inhibition mostly from about 3.7% at the one dose, without a potency; inactive means the rest, 99 in 100 with CPE inhibition below about 2.2%; further: strong numbers were not always called active
# XIAP antagonists: XIAP antagonists, biochemical, IAP family, fluorescence polarization (AID 1018); one-dose displacement, % at 20 µM; IC50 in µM for titrated hits; XIAP BIR domain, fluorescence polarization peptide displacement; higher % means a stronger effect; 200,000 tested, 0.007% active; in the data active means displacement above about 50%; further: a part of the inactive calls stands beside numbers as strong as those of hits
# RSV antiviral HEp-2: RSV antiviral activity via CPE protection, HEp-2 cells, primary 10 µM value included (AID 2391); HEp-2 cells, RSV-induced CPE inhibition; higher % means a stronger effect; 310,000 tested, 0.13% active; CPE inhibition, % at 10 µM, or IC50 in µM where a hit was titrated; in the data active means a potency from the dose series; inconclusive means CPE inhibition mostly from about 23% at the one dose, without a potency; inactive means the rest, 99 in 100 with CPE inhibition below about 21%; further: strong numbers were not always called active
# UTI89 phage lysis: protection from phage-mediated lysis, alamar blue read-out – E. coli UTI89, K1F phage, bacterial capsule biogenesis inhibitors (AID 488966) | inhibition, % at 100 µM, or IC50 in µM where a hit was titrated | E. coli UTI89 K1F phage lysis, alamar blue, 2 h; higher % means a stronger effect | 340,000 tested, 0.02% active;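 active means phage lysis inhibition, versus mean bacterial control, above a set limit; inconclusive means no clear call, values can overlap the other calls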;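 further: capsule biogenesis inhibitors block K1F phage lysis so surviving cells raise fluorescence; higher fluorescence means more inhibition of phage lysis; actives were called in the ten point dose series up to 300 µM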
# ER stress rescue: protection against thapsigargin-triggered cell killing – 384-well, CSM14.1, ATP luminescence, primary screen (AID 1222); CSM14.1 thapsigargin-induced death rescue, ATP luminescence; higher % means a stronger effect; cellular ATP content (survival), % at 20 µM, or EC50 in µM where a hit was titrated; 190,000 tested, under 10 active;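 active means EC50 below 50 µM in the dose-response confirmation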;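 further: death triggered by thapsigargin at about 15 µM added after 2 h compound pretreatment; cell ATP read after overnight thapsigargin exposure of roughly 18 to 22 hours; normalized against plate controls of thapsigargin alone and 5% DMSO vehicle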
# WT yeast gro inh: growth inhibition of WT yeast, mitochondrial fusion screen; 190,000 tested, 2.1% active; inhibition, % at 10 µM; mitochondrial fusion phenotypic screen, WT strain; AID 1362; in the data active means inhibition above about 58%; tested in S. cerevisiae
# NS5 inhibitors: flavivirus cap methylation enzyme inhibition – biochemical, confirmation dose response, primary screen (AID 588689). Dengue-2 NS5 methyltransferase capping enzyme assay, biochemical; higher % means a stronger effect. inhibition, % at 25 µM; hits with a dose series show IC50 in µM. 340,000 tested, 0.3% active; in the data active means a potency from the dose series; inconclusive means inhibition above about 29% without an active follow-up result
# Yfh1-off respiration: enhancers of respiration in Yfh1-depleted yeast, dose response, Friedreich's ataxia, plus single-dose screen (AID 1465). S. cerevisiae Yfh1-off respiration, WST-1 reduction, 72 h; higher fold induction means a stronger effect. fold induction at 50 µM; hits with a dose series show EC50 in µM. 220,000 tested, 0.074% active;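 active means fold induction of absorbance versus untreated yeast above a set limit, then at least 30% activation at any dose in follow-up; inconclusive means repeats straddling the limit, or above it without dose testing; inactive means fold induction below the set limit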;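 further: activators that raise dye reduction in frataxin-depleted yeast; strong numbers were not always called active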
# WT yeast gro inh mutant strain: further read-out of WT yeast gro inh, marked with its call; inhibition, %; mitochondrial fusion phenotypic screen, mutant strain inhibition
# NS5 inhibitors pilot replicate: second read-out of NS5 inhibitors, no call of its own (marks repeat the call); inhibition, %; measured here: pilot screen replicate inhibition
# Active calls of the source: *; i = inactive; ? = inconclusive; · = not tested or not shown; [ ] = another dose, or the depositor's remark. No enrichment for hits. About 2.2% of those tested had a hit in this group.
SMILES,SV40 large T antigen,West Nile virus CPE,XIAP antagonists,RSV antiviral HEp-2,UTI89 phage lysis,ER stress rescue,WT yeast gro inh,WT yeast gro inh mutant strain,NS5 inhibitors,Yfh1-off respiration,others
CC(=O)OCC1OC(OC(C)=O)C(NC(=O)Cc2ccccc2)C(OC(C)=O)C1OC(C)=O (stereo not drawn),25%,-0.6%,-7.9%,1.3%,0.1%,-0.2%,-7,-10,3%,i,
O=C(NCC1CCCN1S(=O)(=O)c1cccs1)C(=O)Nc1ccc(F)cc1 (stereo not drawn),20%,·,·,-1.7%,0.3%[50 µM],·,·,·,-9%,·,
NNC(=O)c1nc[nH]c1C(=O)Nc1ccccn1,8%,1.6%,-3.4%,1.6%,0.0%,-1.0%,-4,6,-3%,i,
CS(=O)(=O)N1CCN(c2nnc(-c3ccccc3)c3ccccc23)CC1,-5%,-0.3%,-1.6%,3.3%,-0.8%,4.6%,-5,-13,3%,i,NS5 inhibitors pilot replicate=-2.7
CC(=O)c1c(OC(=O)c2ccc(C)cc2)c2ccccc2n1C,-4%,0.5%,-1.5%,-1.6%,0.4%,-1.0%,3,2,-2%,i,
Cc1ncc([N+](=O)[O-])n1CC(=O)NC(C)(C)C,8%,0.0%,-2.1%,1.2%,0.4%[50 µM],-4.9%,-7,-2,-5%,i,
Cc1cccc2cc(CN(CCCO)C(=O)Nc3cccc(Cl)c3)c(=O)[nH]c12,0%,0.1%,-3.5%,8.1%,-0.8%,0.3%,50,3,-11%,i,
CC(C)CN(C(=O)C(c1ccccc1)c1ccccc1)c1c(N)n(CC(C)C)c(=O)[nH]c1=O,9%,·,-5.9%,0.3%,0.4%,-1.6%,2,-35,-11%,i,
N/C(=N\OC(=O)C1CCCCC1)c1ccc(Cl)cc1,6%,0.4%,·,2.1%,-0.3%,·,·,·,1%,·,
CCc1nnc(NC(=O)CN2CCN(c3ccccc3OC)CC2)s1,2%,0.2%,-4.9%,3.2%,3.8%,-1.9%,3,8,-2%,i,
O=S(=O)(NCCNc1ncc(C(F)(F)F)cc1Cl)C(F)(F)F,6%,-1.1%,-3.5%,0.2%,0.4%,-0.9%,83*,76*,-8%,i,
Cc1ccc(C(=O)NCC(=O)N2CCC3(CC2)NCCc2[nH]cnc23)cc1C,19%,0.0%,·,2.8%,0.3%,·,·,·,-6%,·,
CCOC(=O)C1=C(C)Nc2ccc(C)cc2S1,-1%,0.2%,-2.0%,1.7%,3.5%,3.2%,-1,2,2%,i,
CCOC(=O)c1c(C2CC2)csc1NC(=O)COC(=O)c1cc(OC)c(OC)cc1[N+](=O)[O-],12%,-1.0%,-9.4%,3.3%,0.1%,-1.6%,2,4,-3%,i,
CCC(C(=O)NC(C)CCc1ccccc1)n1nc(C)n2c(cc3occc32)c1=O (stereo not drawn),16%,0.1%,1.3%,64%,0.1%,-4.0%,4,8,1%,i,
COC(=O)C(C)n1cnc2c(nnn2-c2ccccc2)c1=O (stereo not drawn),7%,1.6%,·,1.4%,3.1%,·,·,·,-3%,·,
Cc1c(CCC(=O)N2CCC(C(=O)NCCCCCC(=O)O)CC2)c(=O)oc2cc3oc4c(c3cc12)CCCC4,12%,-0.1%,·,3.0%,-0.1%,·,·,·,2%,·,
CC(C)NC(=O)C(=O)NNC(=O)C12CC3CC(CC(C3)C1)C2,5%,0.1%,-4.4%,1.2%,0.1%,-1.9%,1,2,-2%,i,
CCOc1ccccc1CN1CCN(Cc2ccc(C)o2)CC1CCO (stereo not drawn),·,-1.6%,16%,-0.3%,1.5%,-2.3%,-15,-8,·,i,
O=C(CSc1nnc2ccccn12)Nc1ncc(Cl)cc1Cl,1%,·,-7.3%,4.2%,4.8%,-2.0%,-3,1,-6%,i,
CC(=O)N1CCc2cc(S(=O)(=O)NC(Cc3ccccc3)C(=O)NC3CCCCCC3)ccc21 (stereo not drawn),-1%,0.5%,-6.2%,2.5%,4.1%,0.2%,-7,-6,-5%,i,
O=C1NC(=S)S/C1=C\c1cc2ccccc2nc1N1CCCCC1,14%,-0.5%,·,18%,-2.1%,·,·,·,?,i,
O=C(CSCc1ccc(Br)cc1)Nc1ccccc1C(=O)N1CCOCC1,9%,-0.6%,·,2.3%,-0.2%,·,·,·,-1%,·,
CC(C)(C)c1ccc(OCCCC(=O)NC2=NCCS2)cc1,5%,0.0%,-4.8%,13%,0.6%,-4.4%,-19,-3,5%,i,
COc1ccc(C)cc1NC(=O)CN1CCN(S(=O)(=O)c2ccc(F)cc2)CC1,-2%,-0.1%,-0.2%,1.7%,-0.1%,-1.3%,-5,-25,-3%,i,
# (next part)
SMILES,SV40 large T antigen,West Nile virus CPE,XIAP antagonists,RSV antiviral HEp-2,UTI89 phage lysis,ER stress rescue,WT yeast gro inh,WT yeast gro inh mutant strain,NS5 inhibitors,Yfh1-off respiration,others
C#CCOCCOCCOCCNc1nc(N2CCN(C(=O)C([C@@H](C)CC)n3cc(C(N)CC(C)C)nn3)CC2)nc(N2CCN(C(=O)[C@H](CCC(=O)O)n3cc(C(N)CC(C)C)nn3)CC2)n1 (stereo partly drawn),2%,0.1%,-2.9%,1.7%,0.1%,1.4%,-22,-8,3%,i,
O=C(c1cccnc1)N1CCCC(Nc2ccc(F)cc2)C1 (stereo not drawn),1%,-0.3%,·,1.1%,-0.2%,·,·,·,14%,·,
CCCn1nnc(NC(=O)c2cccnc2Cl)n1,9%,0.5%,-2.4%,-0.1%,0.5%,-0.1%,-7,-6,-2%,i,
OC1(C#CCN2CCCC2)CCCCC1,13%,0.4%,·,0.9%,1.3%,·,·,·,-25%,·,
CCN(CC)C(=O)Oc1ccc(NC(C)=O)cc1,4%,0.0%,0.3%,-1.1%,0.2%,-1.1%,1,-2,0%,i,
Cc1ccccc1CSc1nnc(NC(=O)C2COc3ccccc3O2)s1 (stereo not drawn),6%,-0.6%,-5.2%,3.0%,4.1%,-2.0%,16,33,-2%,i,
CCN1C(=O)CC(N2CCC(C(=O)N3CCOCC3)CC2)C1=O (stereo not drawn),5%,-0.3%,-0.6%,5.7%,0.6%,-0.6%,-17,-9,-3%,i,
Cc1ccccc1NC(=O)c1c([N+](=O)[O-])cnn1C,8%,-0.5%,·,-0.3%,0.3%,·,·,·,-5%,·,
CCC(c1nnnn1CS(=O)(=O)c1ccc(C)cc1)N1CCC(C(N)=O)CC1 (stereo not drawn),-6%,0.2%,·,0.7%,0.3%,·,·,·,-2%,·,
CNC(=S)NN(c1ccccc1)c1ccccc1,10%,-0.4%,-3.3%,·,0.8%,0.2%,13,-57,-2%,i,
Cc1cc(C(F)(F)F)n(-c2nc(C(=O)Nc3cccnc3)cs2)n1,6%,-0.6%,-6.2%,-1.3%,0.3%,0.0%,-14,13,-7%,i,
COc1ccc(Nc2nc(C(C)(C)C)nc3c2nnn3Cc2ccccc2Cl)cc1OC,·,-0.6%,·,3.7%,-1.3%,·,·,·,-3%,?,
CC(OC(=O)CCCOc1ccccc1)C(=O)NC(N)=O (stereo not drawn),-2%,0.2%,0.6%,1.1%,0.4%,7.5%,2,10,-9%,i,NS5 inhibitors pilot replicate=-2.1
Cc1ccc(N(CC(=O)N2CCOCC2)S(C)(=O)=O)cc1Cl,9%,-0.4%,·,0.9%,1.4%,·,·,·,0%,·,
Cc1ccc(S(=O)(=O)N2CCCN(S(=O)(=O)c3ccc4ccccc4c3)CC2)cc1,22%,0.1%,-2.7%,3.0%,0.1%,3.8%,21,-3,-3%,i,
O=C(COc1ccccc1[N+](=O)[O-])OC1CCS(=O)(=O)C1 (stereo not drawn),8%,0.6%,-6.0%,1.6%,-1.3%,-2.6%,-8,18,1%,i,
CC(C)[C@@H]1COC(c2cccc(C3=N[C@H](C(C)C)CO3)n2)=N1,10%,0.6%,·,1.2%,0.9%,·,·,·,-11%,·,
Cc1cc(-c2ccc(C)c(S(=O)(=O)NCC3CCN(Cc4ccc(F)cc4)CC3)c2)on1,12%,-1.1%,·,10%,0.2%,·,·,·,-9%,·,
COc1ccc(CN2CCN(C(=O)CN3C(=O)C4C5C=CC(C5)C4C3=O)CC2)c(OC)c1OC (stereo not drawn),4%,-0.8%,-1.6%,10%,2.3%,-2.0%,16,9,2%,i,
Cc1ccc(NC(=O)CCN2C(=O)OC(C)(C)C2(C)O)cc1 (stereo not drawn),5%,-0.1%,-4.5%,1.6%,0.1%,-0.6%,2,3,-5%,i,
O=C1CSC(c2ccccc2)N1c1ccc(F)cc1F (stereo not drawn),20%,-0.4%,·,-0.5%,0.3%,·,·,·,1%,·,
CCOC(=O)C1=C(N)OC2=C(C(=O)CCC2)C1c1sccc1C (stereo not drawn),8%,0.9%,-3.2%,0.9%,-0.1%,1.4%,-5,-4,-9%,i,
Cc1ccc(NC(=O)Cn2cc(C=O)c3ccccc32)cc1,1%,-0.3%,·,1.4%,2.1%,·,·,·,1%,·,
COc1ccc(NC(=O)/C(=C\c2ccc(F)cc2)NC(=O)c2ccco2)cc1,12%,-0.4%,·,1.4%,0.4%,·,·,·,-9%,·,
CCNC(=O)C1CC(=O)N(Cc2ccc3c(c2)OCO3)C(=Nc2ccc(OCC)cc2)S1 (stereo not drawn),3%,·,-5.9%,-0.9%,0.8%,-0.5%,3,8,10%,·,
# Next part:
SMILES,SV40 large T antigen,West Nile virus CPE,XIAP antagonists,RSV antiviral HEp-2,UTI89 phage lysis,ER stress rescue,WT yeast gro inh,WT yeast gro inh mutant strain,NS5 inhibitors,Yfh1-off respiration,others
O=C(COc1cccc2c1CCN(Cc1ccc(Cl)cc1)C2=O)N1CCOCC1,3%,-1.2%,2.6%,17%,0.1%,·,4,-3,-5%,i,
CSCC[C@H](NC(=O)Nc1cccc(Br)c1)C(=O)O,1%,-0.1%,·,0.1%,0.3%,·,·,·,-11%,i,
CC(=O)c1cccc(NS(=O)(=O)c2cc3c(cc2C)NC(=O)CO3)c1,10%,0.2%,·,5.4%,0.1%,·,·,·,-12%,·,
COc1ccc(CN2CCN(CCC(C)C)C(CCO)C2)cc1Cn1cncn1 (stereo not drawn),2%,-0.1%,-1.0%,-0.4%,0.2%,-0.9%,-5,15,0%,i,
COC(=O)c1cn(C(=O)c2ccc(Cl)cc2)c2ccccc12,7%,0.2%,·,0.4%,-0.2%,·,·,·,-3%,i,
Cc1cc(C)c(C(=O)CN2C(=O)NC3(CCCCCC3)C2=O)cc1C,5%,-0.6%,-5.7%,0.4%,0.5%,1.1%,-4,-17,5%,i,
COC(=O)c1[nH]c2ccc(Cl)cc2c1NC(=O)CN1CCC(C(N)=O)CC1,0%,0.3%,-5.5%,-0.3%,·,-0.6%,-10,2,·,i,
COc1cc(/C=N/NC(=O)CSc2ccccn2)ccc1O,9.7µM*,0.8%,·,0.4%,-0.3%,·,·,·,-9%,i,
